Screening data from PubChem BioAssay.
SUMO Mot1 rescue – yeast Mot1-301 growth rescue at high temperature, primary screen, SUMOylation pathway inhibitor project, S. cerevisiae, ATP luminescence, 38.5C; S. cerevisiae Mot1-301 growth rescue; percent above DMSO median, 100 means doubled; growth rescue, % at 18.8 µM; hit rate 1% among 320,000; AID 2716, 2010;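 active = every valid replicate shows activation above 250% relative to neutral control wells; inactive = the rest, any valid replicate at or below 250%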;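 also: OY570 slx delta 5 strain wells were the positive control but not used for scaling; some compounds called inactive have numbers as strong as hits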
AddAB inh – growth inhibition of E. coli expressing H. pylori AddAB, primary screen, AddAB inhibitor project, absorbance; inhibition, % at 11.9 µM; AID 435030, 2010; hit rate 0.29% among 330,000; in the data active = inhibition above about 12%;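 also: 0% = vehicle wells of infected cells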
DAGLB inh – DAGLB lipase inhibitors, primary screen, biochemical, fluorescence, HTS; HEK293T DAGLB membrane lysate, EnzChek fluorogenic substrate; inhibition, % at 5.17 µM; hit rate 0.059% among 340,000; in the data active = inhibition above about 34%;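 also: 0% = enzyme with vehicle and 100% = wells lacking enzyme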
HTR5A inv ag – HTR5A inverse agonists in luminescence cell assay, primary screen, counter-screen for OPRM1-OPRD1 heterodimer inverse agonist project, full-deck HTS; inhibition, % at 9.3 µM; HTR5A cell line, inverse agonism; AID 504634, 2011; hit rate 0.083% among 340,000; in the data active = inhibition mostly above about 23%, no sharp cut-off; inactive = mostly below about 18%;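 also: 0% = cells with DMSO and 100% = no-cell wells with DMSO; some compounds called inactive have numbers as strong as hits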
Target sequence (P47898 whole entry, looked up): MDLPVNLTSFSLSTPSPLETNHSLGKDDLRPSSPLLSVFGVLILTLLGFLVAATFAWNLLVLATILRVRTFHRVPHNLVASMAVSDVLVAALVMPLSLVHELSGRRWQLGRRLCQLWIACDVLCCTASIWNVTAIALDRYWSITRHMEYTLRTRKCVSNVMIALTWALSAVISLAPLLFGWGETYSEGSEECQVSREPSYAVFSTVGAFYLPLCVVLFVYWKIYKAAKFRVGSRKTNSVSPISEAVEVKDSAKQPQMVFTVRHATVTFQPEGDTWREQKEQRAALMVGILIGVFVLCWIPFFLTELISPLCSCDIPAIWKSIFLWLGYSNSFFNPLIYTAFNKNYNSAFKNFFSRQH
PKA-R1A activ – activators of PKA-R1A holoenzyme, primary screen, biochemical, fluorescence polarization, Cy5-IP20, bovine R1A, mouse PKAc. cAMP-dependent protein kinase type I-alpha regulatory subunit (Bos taurus) + …. activation, % at 11.4 µM. PKA-R1A dissociation; scaled: DMSO 0%, 113 µM cGMP 100%. hit rate 0.083% among 340,000;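 active = percent activation above the mean of all tested compounds plus 3 SD, cut at about 19% in these data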;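 also: higher means more PKAc released from R1A so a rise in polarization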
HTR5A ag – HTR5A agonists in luminescence cell assay, primary screen, counter-screen for OPRM1-OPRD1 heterodimer agonist project, full-deck HTS; hit rate 0.61% among 340,000; activation, % at 9.3 µM; cell-based; 5-hydroxytryptamine receptor 5A (Homo sapiens), P47898; AID 504692, 2011; in the data active = activation mostly above about 9.5%, no sharp cut-off; inactive = mostly below about 7.6%;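 also: 0% = cells with vehicle only and 100% = reference agonist; strong numbers were not always called active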
Tat export inh – E. coli Tat export inhibitors, primary screen, MC4100, TorA-mCherry reporter, fluorescence, single point | AID 488895, 2010 | inhibition, % at 10 µM | hit rate 0.036% among 340,000;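 active = mean replicate inhibition at least 50% and at least half of replicates individually reaching 50%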;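 also: exported cargo escapes ClpAP degradation while cytoplasmic cargo is degraded and loses fluorescence; 0% = median of neutral control wells and 100% = median of NaSCN control wells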
PKA-R2B activ – activators of PKA-R2B holoenzyme, primary screen, biochemical, fluorescence polarization, Cy5-IP20, human. PKA-R2B holoenzyme dissociation; R2B truncated from residue 108, S112A mutant; 0% DMSO only, 100% 113 µM cGMP. activation, % at 11.4 µM. hit rate 0.079% among 340,000. AID 504700, 2011;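 active = activation above a cutoff set at the mean over all compounds plus 3 SD, cut at about 18% in these data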;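 also: higher means more holoenzyme dissociation and a rise in polarization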
phage Ecoli inh – growth loss of phage-infected E. coli, primary screen, RecBCD inhibitor project, absorbance, with phage, HTS; inhibition, % at 11.9 µM; hit rate 0.26% among 360,000; AID 651602, 2012; in the data active = inhibition above about 11%
E coli growth – E. coli V3065 growth inhibition, primary screen, counter-screen for AddAB inhibitor project, absorbance, OD600 | hit rate 0.27% among 330,000 | inhibition, % at 11.9 µM | 18 h | AID 449728, 2010;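 active = inhibition above the campaign's mean inhibition across all tested compounds plus 3 SD, cut at about 9.9% in these data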;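 also: uninfected addAB+ strain grown without phage in ampicillin broth; 0% = DMSO wells and 100% = ciprofloxacin 0.95 µg/ml wells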
CDK5 p35 inh – inhibitors of human CDK5/p35 kinase, primary screen, biochemical, single concentration. inhibition, % at 10 µM. Recombinant CDK5/p35, ADP-Glo luminescence, 60 min. hit rate 0.01% among 330,000;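 active = highest replicate inhibition of at least 50% and at least 75% of replicates reaching 50%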;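 also: plate controls were DMSO neutral control for no effect and GW8510 at 10 µM for full effect; many of its hits are not listed in these tables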
Target sequence (Q00535 whole entry, looked up): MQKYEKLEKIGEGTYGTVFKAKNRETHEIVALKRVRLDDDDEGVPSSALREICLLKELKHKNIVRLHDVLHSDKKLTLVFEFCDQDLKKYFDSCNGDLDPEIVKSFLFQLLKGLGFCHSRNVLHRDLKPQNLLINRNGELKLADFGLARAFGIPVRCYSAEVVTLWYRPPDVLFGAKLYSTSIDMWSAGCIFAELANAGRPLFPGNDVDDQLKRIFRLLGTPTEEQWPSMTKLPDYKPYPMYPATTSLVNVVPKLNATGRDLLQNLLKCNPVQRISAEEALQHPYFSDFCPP
Target sequence (Q15078 whole entry, looked up): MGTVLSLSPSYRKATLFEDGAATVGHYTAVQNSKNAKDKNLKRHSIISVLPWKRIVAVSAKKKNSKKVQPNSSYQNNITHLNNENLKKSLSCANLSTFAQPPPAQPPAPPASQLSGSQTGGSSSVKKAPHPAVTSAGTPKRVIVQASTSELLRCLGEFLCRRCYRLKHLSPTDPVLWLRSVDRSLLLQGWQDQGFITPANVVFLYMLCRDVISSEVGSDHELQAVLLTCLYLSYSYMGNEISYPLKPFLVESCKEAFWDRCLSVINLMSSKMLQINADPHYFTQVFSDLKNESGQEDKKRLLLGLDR
* marks the source's active call; other numbers are inactive results.

Results for CC1=C(C(=O)N2CCOCC2)C(c2ccccc2F)C2=C(CCCC2=O)N1 (stereo not given) ?
SUMO Mot1 rescue: -4.6; AddAB inh: 2.0; DAGLB inh: 3.2; HTR5A inv ag: -9.8; PKA-R1A activ: 2.2; HTR5A ag: -0.7; Tat export inh: -8.1; PKA-R2B activ: 1.4; phage Ecoli inh: -1.5; E coli growth: 1.4; CDK5 p35 inh: -2.2

How did COCCN(Cc1cc2cc3c(cc2n2nnnc12)OCO3)C(=O)c1ccccc1F do in these assays?
SUMO Mot1 rescue: -16.1; AddAB inh: 0.3; DAGLB inh: -0.5; HTR5A inv ag: -43.8; PKA-R1A activ: -4.0; HTR5A ag: -0.6; Tat export inh: -3.9; PKA-R2B activ: -3.7; phage Ecoli inh: 1.5; E coli growth: -2.3; CDK5 p35 inh: 2.4

Results for CC(=O)Nc1ccc(S(=O)(=O)N[C@@H](C)C(=O)N2CCN(C/C=C/c3ccccc3)CC2)cc1 ?
AddAB inh: -0.2; DAGLB inh: -9.3; HTR5A inv ag: 14.3; PKA-R1A activ: 4.9; HTR5A ag: -5.7; Tat export inh: 0.0; PKA-R2B activ: -8.2; E coli growth: -2.8; CDK5 p35 inh: -2.1

What do the screens show for `Cc1cccc(C(C(N)=O)c2ncc(C(F)(F)F)cc2Cl)c1` (stereo not given)?
SUMO Mot1 rescue: 11.2; AddAB inh: -0.5; DAGLB inh: -3.5; HTR5A inv ag: -13.1; PKA-R1A activ: -26.7; HTR5A ag: 4.6; Tat export inh: 2.9; PKA-R2B activ: -18.0; phage Ecoli inh: 3.0; E coli growth: -4.7; CDK5 p35 inh: 1.4

What do the screens show for `COc1ccccc1-c1c(C(F)(F)F)oc2cc(OS(C)(=O)=O)ccc2c1=O`?
SUMO Mot1 rescue: -2.5; AddAB inh: 3.9; DAGLB inh: -1.9; HTR5A inv ag: 14.0; PKA-R1A activ: -6.2; HTR5A ag: -2.0; Tat export inh: 7.7; PKA-R2B activ: -4.4; phage Ecoli inh: 4.7; E coli growth: 1.0; CDK5 p35 inh: -0.3

How did Cc1nn(CC(=O)NCc2cccc3ccccc23)c(=O)c2ccccc12 do in these assays?
SUMO Mot1 rescue: -5.2; AddAB inh: -0.9; DAGLB inh: -2.9; HTR5A inv ag: -14.4; PKA-R1A activ: 0.8; HTR5A ag: -1.7; Tat export inh: -1.9; PKA-R2B activ: 0.0; phage Ecoli inh: 3.4; E coli growth: 1.1; CDK5 p35 inh: 1.5

What do the screens show for `COc1cccc(N2CCN(c3nc(C)cc(C)c3C#N)CC2)c1`?
SUMO Mot1 rescue: -5.8; AddAB inh: -1.9; DAGLB inh: -8.1; HTR5A inv ag: -19.8; PKA-R1A activ: -1.5; HTR5A ag: 5.4; Tat export inh: 9.3; PKA-R2B activ: -8.0; phage Ecoli inh: 0.1; E coli growth: -1.2; CDK5 p35 inh: 13.3

How did O=C(NC(=S)N1CCN(c2ccc([N+](=O)[O-])cc2)CC1)c1ccccc1 do in these assays?
SUMO Mot1 rescue: -0.7; AddAB inh: -1.4; DAGLB inh: 1.1; HTR5A inv ag: 11.5; PKA-R1A activ: -6.2; HTR5A ag: -4.5; Tat export inh: -6.9; PKA-R2B activ: 3.2; phage Ecoli inh: 4.0; E coli growth: 0.6; CDK5 p35 inh: 0.3

What do the screens show for `CCc1ccc(NC(=O)C(=O)N/N=C(\C)CC(=O)NCc2ccc(Cl)cc2)cc1`?
SUMO Mot1 rescue: -2.0; AddAB inh: 1.1; DAGLB inh: 2.3; HTR5A inv ag: 10.5; PKA-R1A activ: -14.7; HTR5A ag: -2.5; Tat export inh: 11.1; PKA-R2B activ: -6.8; phage Ecoli inh: 4.5; E coli growth: -1.8; CDK5 p35 inh: -4.3

What do the screens show for `CC(C)(C)NC(=O)COC(=O)CNC(=O)c1cc(Cl)cc([N+](=O)[O-])c1`?
SUMO Mot1 rescue: -2.6; AddAB inh: 4.2; DAGLB inh: -0.3; HTR5A inv ag: 3.9; PKA-R1A activ: -7.2; HTR5A ag: -1.5; Tat export inh: -15.3; PKA-R2B activ: -6.6; phage Ecoli inh: 3.9; E coli growth: 0.1; CDK5 p35 inh: 1.4

How did O=C(NC1=NCCS1)c1ccncc1 do in these assays?
SUMO Mot1 rescue: -0.6; AddAB inh: 1.4; DAGLB inh: 0.6; HTR5A inv ag: -10.7; PKA-R1A activ: -1.6; HTR5A ag: 4.5; Tat export inh: 6.9; PKA-R2B activ: 8.3; phage Ecoli inh: 0.6; E coli growth: 1.1; CDK5 p35 inh: 0.5

Results for O=C(Nc1nccs1)c1ccc(F)c(S(=O)(=O)N2CCOCC2)c1 ?
SUMO Mot1 rescue: -14.1; AddAB inh: 4.7; DAGLB inh: 2.0; HTR5A inv ag: -23.0; PKA-R1A activ: -7.9; HTR5A ag: 2.1; Tat export inh: -5.2; PKA-R2B activ: -1.5; phage Ecoli inh: 0.6; E coli growth: 0.8; CDK5 p35 inh: 1.6

What do the screens show for `CCCC(=O)Nc1sc(-c2ccccc2)c(-c2ccccc2)c1C(=O)O`?
SUMO Mot1 rescue: 34.5; AddAB inh: 0.9; DAGLB inh: 8.0; HTR5A inv ag: -10.4; PKA-R1A activ: -4.2; HTR5A ag: -0.1; Tat export inh: -1.0; PKA-R2B activ: -1.8; phage Ecoli inh: 1.0; E coli growth: -1.1; CDK5 p35 inh: -0.6

How did Cc1cc(N2CCN(C)CC2)nc2ccc(NC(=S)N3CCCCC3)cc12 do in these assays?
DAGLB inh: 0.3; HTR5A inv ag: 13.4; PKA-R1A activ: 0.5; HTR5A ag: -4.7; Tat export inh: 0.6; PKA-R2B activ: 0.2; phage Ecoli inh: -1.5; CDK5 p35 inh: 2.1

Results for CCc1nnc(NC(=O)Cc2ccc(S(=O)(=O)N3CCCCC3)cc2)s1 ?
SUMO Mot1 rescue: -0.1; AddAB inh: 1.1; DAGLB inh: -1.7; HTR5A inv ag: -0.6; PKA-R1A activ: -10.0; HTR5A ag: 0.2; Tat export inh: 2.9; PKA-R2B activ: -7.5; phage Ecoli inh: 2.6; E coli growth: 2.5; CDK5 p35 inh: 2.1

How did COc1ccc(C(=O)CC(Nc2ccc([N+](=O)[O-])cc2)c2ccc(Cl)cc2)cc1 (stereo not given) do in these assays?
SUMO Mot1 rescue: 0.4; AddAB inh: 1.3; DAGLB inh: -5.6; HTR5A inv ag: -15.1; PKA-R1A activ: 1.6; HTR5A ag: 4.7; Tat export inh: -6.4; PKA-R2B activ: -0.3; phage Ecoli inh: 4.6; E coli growth: 1.6; CDK5 p35 inh: -0.9

What do the screens show for `COc1ccc(-c2cc3ccc(OC(C)C(=O)O)cc3oc2=O)cc1` (stereo not given)?
SUMO Mot1 rescue: 62.7; DAGLB inh: 0.0; HTR5A inv ag: -2.9; PKA-R1A activ: -4.2; HTR5A ag: 1.0; Tat export inh: -7.9; PKA-R2B activ: 14.4; phage Ecoli inh: -1.9; CDK5 p35 inh: -0.3

Results for Cc1cc(C(=O)N/N=C/C=C/c2ccccc2)c(C)o1 ?
SUMO Mot1 rescue: 71.6; AddAB inh: 4.3; DAGLB inh: -0.4; HTR5A inv ag: -10.5; PKA-R1A activ: -4.2; HTR5A ag: 1.7; Tat export inh: -5.6; PKA-R2B activ: 3.8; phage Ecoli inh: 2.5; E coli growth: -0.7; CDK5 p35 inh: 0.1

Results for CCn1cc(CCC(=O)O)c(C)n1 ?
SUMO Mot1 rescue: 5.4; AddAB inh: 0.5; DAGLB inh: -2.2; HTR5A inv ag: 0.2; PKA-R1A activ: -8.0; HTR5A ag: -0.1; Tat export inh: 2.0; PKA-R2B activ: -1.2; phage Ecoli inh: 4.3; E coli growth: 0.7; CDK5 p35 inh: 0.9

Results for O=C(NCCCn1ccnc1)c1ccccc1Br ?
SUMO Mot1 rescue: -14.4; AddAB inh: 1.2; DAGLB inh: -1.8; HTR5A inv ag: 10.2; PKA-R1A activ: 7.0; HTR5A ag: -2.6; Tat export inh: -4.2; PKA-R2B activ: 10.0; phage Ecoli inh: 0.0; E coli growth: -0.8; CDK5 p35 inh: 0.2

What do the screens show for `CCc1cccc(OCCCN2C(=O)NC(C)(C)C2=O)c1`?
SUMO Mot1 rescue: 186.4; AddAB inh: -0.5; DAGLB inh: 0.9; HTR5A inv ag: 11.3; PKA-R1A activ: -14.2; HTR5A ag: 2.2; Tat export inh: 21.9; PKA-R2B activ: -10.5; phage Ecoli inh: 3.2; E coli growth: 0.2; CDK5 p35 inh: -0.9

What do the screens show for `NNC1=N[C@H]2CS(=O)(=O)C[C@H]2S1`?
SUMO Mot1 rescue: 4.8; AddAB inh: 1.9; DAGLB inh: 1.1; HTR5A inv ag: 9.6; PKA-R1A activ: 8.0; HTR5A ag: 1.4; Tat export inh: 0.4; PKA-R2B activ: -11.4; phage Ecoli inh: 3.3; E coli growth: 0.3; CDK5 p35 inh: 1.5

What do the screens show for `COc1ccc(N2C(=O)c3cccc4c(N(C)CCO)ccc(c34)C2=O)cc1`?
SUMO Mot1 rescue: 13.6; DAGLB inh: -7.4; HTR5A inv ag: -13.6; PKA-R1A activ: 2.4; HTR5A ag: 3.6; Tat export inh: 2.7; PKA-R2B activ: -1.6; phage Ecoli inh: 1.5; CDK5 p35 inh: -1.0

Results for CCCCc1cc(=O)oc2cc(OCc3nn[nH]n3)ccc12 ?
SUMO Mot1 rescue: -8.4; AddAB inh: -0.6; DAGLB inh: 2.9; HTR5A inv ag: 1.6; PKA-R1A activ: -9.3; HTR5A ag: -1.8; Tat export inh: -7.4; PKA-R2B activ: -9.6; phage Ecoli inh: -2.1; E coli growth: 0.2; CDK5 p35 inh: -6.8

What do the screens show for `CCCOc1ccc(C(=O)NC(=S)Nc2nc3ccccc3s2)cc1`?
SUMO Mot1 rescue: -1.7; AddAB inh: 0.4; DAGLB inh: -3.0; HTR5A inv ag: -7.3; PKA-R1A activ: 4.2; HTR5A ag: -1.2; Tat export inh: 0.5; PKA-R2B activ: 6.4; phage Ecoli inh: 1.5; E coli growth: -2.9; CDK5 p35 inh: -3.3

Results for O=C1CN(S(=O)(=O)c2cc(C(=O)O)ccc2Cl)c2ccccc2N1 ?
SUMO Mot1 rescue: -21.1; AddAB inh: 1.0; DAGLB inh: 5.4; HTR5A inv ag: -10.0; PKA-R1A activ: 4.8; HTR5A ag: 3.4; Tat export inh: 6.3; PKA-R2B activ: 12.3; phage Ecoli inh: -1.7; E coli growth: 2.5; CDK5 p35 inh: -0.6

Rows are unselected; 2.3% or so of the library scored in one or more.
